From PubChem BioAssay
Apaf1 inhib – blocks human Apaf-1 apoptosome activity; O14727; reconstituted apoptosome caspase-3 activity, DEVD-Rh110 fluorescence; inhibition, % at 20 µM; 0.71% of 330,000 active; AID 489030; active means inhibition of at least 40% at 20 µM;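 further: plate controls were DMSO wells for no effect and DEVD-CHO caspase inhibitor wells for full effect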
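Medium: Hepes buffer, pH 7.5 / System: biochemical Apaf-1 apoptosome reconstitution / Measured by: Rh110 fluorescence, excitation 480 nm, emission 540 nm / Times: compound with Apaf-1, dATP, procaspase-3 30 min, then 50 min reaction, room temperature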
SENP8 block-1 – inhibitors of human SENP8 protease; inhibition, % at 10 µM; AID 2540; purified SENP8, Z-RLRGG-aminoluciferin cleavage, luminescence; 1.2% of 330,000 active; in the data active means inhibition above about 50%
Target sequence (Q96LD8 whole entry, looked up): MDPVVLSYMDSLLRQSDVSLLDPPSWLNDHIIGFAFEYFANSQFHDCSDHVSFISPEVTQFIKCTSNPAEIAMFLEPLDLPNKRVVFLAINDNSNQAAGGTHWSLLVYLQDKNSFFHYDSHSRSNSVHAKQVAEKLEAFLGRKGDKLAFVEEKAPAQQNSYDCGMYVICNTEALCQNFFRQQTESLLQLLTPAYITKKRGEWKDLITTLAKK
SENP8 block-2 – SENP8 (human) protease inhibition; AID 602440; 0.64% of 360,000 active; inhibition, % at 20 µM; Q96LD8; recombinant SENP8, Nedd8 substrate fluorescence; in the data active means inhibition mostly above about 40%, no sharp cut-off; inactive means mostly below about 27%
SENP7 inh – inhibitors of human SENP7 protease; 1.5% of 330,000 active; inhibition, % at 5 µM; recombinant SENP7, Z-RLRGG-aminoluciferin luminescence, 40 min; AID 434973; Q9BQF6;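 active means inhibition above about 50% at the single test dose, limit read from the data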;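 further: plate controls were DMSO with enzyme for no effect and no enzyme buffer wells for full effect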
Target sequence (Q9BQF6 706-1050 limits assumed): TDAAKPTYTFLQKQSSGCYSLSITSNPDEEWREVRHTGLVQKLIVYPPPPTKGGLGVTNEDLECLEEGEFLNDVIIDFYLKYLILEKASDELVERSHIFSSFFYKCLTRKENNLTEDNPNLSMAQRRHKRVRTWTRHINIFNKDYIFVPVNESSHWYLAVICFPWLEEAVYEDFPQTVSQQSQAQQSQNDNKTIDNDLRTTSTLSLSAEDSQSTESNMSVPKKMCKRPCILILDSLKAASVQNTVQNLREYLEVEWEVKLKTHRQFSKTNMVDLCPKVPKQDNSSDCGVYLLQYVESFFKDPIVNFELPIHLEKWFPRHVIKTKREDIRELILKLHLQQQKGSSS
SENP1 FRET inh – SENP1 (human) catalytic domain inhibition; Q9P0U3; recombinant SENP1 catalytic domain, CyPet-SUMO1-YPet FRET cleavage; inhibition, % at 10 µM; 0.21% of 360,000 active; AID 624204;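 active means inhibition at least 30% at 10 µM, raw YFP signal under a set limit, fluorescence ratio 0.5 to 1.5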;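 further: 0% = enzyme with DMSO and 100% = no enzyme wells; some results filed as inactive read as strong as hits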
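material = recombinant human SENP1 catalytic domain, His6-tagged | quantity = 20 pM enzyme | reagent = 25 nM SUMO1 FRET substrate | compound dosing = 10 µM single point, 0.5% DMSO | timing = 50 min enzyme reaction, room temperature, light-protected | detection = FRET, CFP and YFP emission | control set = no-enzyme low, enzyme-DMSO high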
SENP6 inh – SENP6 protease inhibition; Q9GZR1; Recombinant SENP6 catalytic domain, aminoluciferin luminescence; inhibition, % at 10 µM; 1.8% of 330,000 active; AID 2599;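 active means inhibition above about 50% at the single tested dose, limit read from the data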;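 further: plate controls were DMSO wells with enzyme for no effect and DMSO wells lacking enzyme for full effect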
UBC13 polyUb – inhibitors of human UBC13 polyubiquitin chain formation; P61088; TR-FRET; inhibition, % at 20 µM; 0.47% of 330,000 active; AID 485273; in the data active means inhibition above about 45%, passing the limit was not always enough
Target sequence (P61088 whole entry, looked up): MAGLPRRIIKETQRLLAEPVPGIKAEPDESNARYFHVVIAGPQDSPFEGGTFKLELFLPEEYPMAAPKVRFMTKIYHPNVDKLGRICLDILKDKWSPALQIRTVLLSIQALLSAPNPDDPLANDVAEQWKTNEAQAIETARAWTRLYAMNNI
A3G deaminase – blocks human APOBEC3G single-stranded DNA deamination; 0.28% of 330,000 active; AID 493012; Q9HC16; inhibition, % at 20 µM; recombinant A3G, ssDNA deamination FAM/TAMRA fluorescence;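 active means inhibition of at least 40% at 20 µM, with no more than 30% in the related APOBEC3A deaminase screen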;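 further: plate controls were DMSO wells with A3G for no effect and wells lacking A3G enzyme for full effect; some compounds called inactive have numbers as strong as hits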
Target sequence (Q9HC16 whole entry, looked up): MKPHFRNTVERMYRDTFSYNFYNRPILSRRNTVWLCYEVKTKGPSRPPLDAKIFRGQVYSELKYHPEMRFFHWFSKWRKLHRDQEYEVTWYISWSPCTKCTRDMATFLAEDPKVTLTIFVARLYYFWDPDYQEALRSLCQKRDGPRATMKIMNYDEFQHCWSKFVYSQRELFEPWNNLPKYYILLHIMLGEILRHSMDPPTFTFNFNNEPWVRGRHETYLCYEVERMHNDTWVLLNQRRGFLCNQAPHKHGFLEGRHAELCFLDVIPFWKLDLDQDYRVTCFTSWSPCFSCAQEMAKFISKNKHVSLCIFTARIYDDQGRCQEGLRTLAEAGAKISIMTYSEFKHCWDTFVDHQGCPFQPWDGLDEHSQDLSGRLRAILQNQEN
Active calls of the source: *; x = not tested or not shown.

Values run as follows: Apaf1 inhib | SENP8 block-1 | SENP8 block-2 | SENP7 inh | SENP1 FRET inh | SENP6 inh | UBC13 polyUb | A3G deaminase
(1) CCc1nnc(NC(=O)c2ccc(OC)cc2OC)s1
  -17 | -14 | -3 | -1 | 0 | -24 | 5 | -5
(2) COc1cc(C=O)ccc1OCCOCCOc1c(C)cc(Cl)cc1Cl
  22 | 4 | 22 | 0 | 1 | -14 | -11 | -3
(3) COc1ccc2c(c1)c(CC(=O)NCc1cc([N+](=O)[O-])ccc1O)c(C)n2C(=O)c1ccc(Cl)cc1
  22 | -4 | 19 | -4 | 1 | 5 | -9 | 1
(4) CN(C)c1ncc(S(=O)(=O)c2ccccc2)c(-c2ccccc2Cl)n1
  10 | -4 | -12 | -9 | 3 | -14 | -18 | 1
(5) CC1(C)CC(CC(=O)Nc2ccc([N+](=O)[O-])cc2)C(=O)O1 (configuration not stated)
  -7 | 1 | 23 | -3 | -1 | 13 | -2 | -7
(6) Cc1noc(NS(=O)(=O)c2ccc(NC(=O)C(CC(C)C)N3C(=O)c4ccccc4C3=O)cc2)c1C (configuration not stated)
  0 | 8 | 11 | 3 | 3 | -13 | -10 | -1
(7) O=C(Nc1cc2c3c(c1)CC(=O)N3CCC2)c1ccc(Br)o1
  4 | -2 | 5 | 3 | 3 | 0 | -4 | 4
(8) CCSc1nnc(NC(=O)c2ccc3ccccc3n2)s1
  25 | 12 | -4 | 7 | -1 | 36 | -38 | -6
(9) COc1cccc(C(=O)NNC(=O)c2ccccc2)c1
  -1 | -5 | 11 | 6 | 0 | -21 | -1 | 10
(10) CCc1ccccc1NC(=O)CN1CCN(C(=O)C2CCN(C(=O)/C=C/c3ccccc3)CC2)CC1
  14 | -11 | 12 | -11 | 2 | -2 | -2 | -8
(11) Cc1ccc(/C=N/n2c(C3CCCCC3)n[nH]c2=S)o1
  -3 | 8 | 19 | 6 | 3 | 0 | -2 | 25
(12) C=C1CC(C(=O)N/N=C/c2ccc(O)cc2)C1
  7 | -2 | 21 | 12 | 3 | 4 | -3 | -2
(13) Nn1c(SCc2cn3ccsc3n2)nnc1-c1ccncc1
  -6 | 3 | 9 | 7 | -4 | 4 | 8 | -2
(14) Cn1c(NCCCO)nc2c1c(=O)n(Cc1ccccc1F)c(=O)n2C
  -4 | 2 | 15 | -3 | 1 | 7 | 9 | -1
(15) COC(=O)c1ccccc1NC(=O)CSc1nc(NC(=O)c2ccccc2)c2c(C)c(C)oc2n1
  0 | -6 | -9 | 12 | 2 | -9 | 3 | -4

Results in sequence from the entries so far:
SENP8 block-1, entries 8 to 12, in order: 12, -5, -11, 8, -2
A3G deaminase, entries 8 to 12, in order: -6, 10, -8, 25, -2

Other results follow:
Values run as follows: Apaf1 inhib | SENP8 block-1 | SENP8 block-2 | SENP7 inh | SENP1 FRET inh | SENP6 inh | UBC13 polyUb | A3G deaminase
(16) CN(CC(=O)Nc1cccc(F)c1)C(=O)CN1C(=O)C2CCCCC2C1=O (configuration not stated)
  -9 | -2 | 2 | 6 | 1 | -7 | 5 | -7
(17) O=P(COCCOCCOCCOCP(=O)(c1ccccc1)c1ccccc1)(c1ccccc1)c1ccccc1
  -2 | -14 | 9 | -10 | 1 | -7 | -1 | -8
(18) Cn1nnnc1SCC(=O)N1CCN(c2cccc(Cl)c2)CC1
  0 | -4 | 23 | -1 | 2 | 2 | 3 | -5
(19) COc1ccc(S(=O)(=O)Nc2c(NC3CCCCC3)c3ccccc3oc2=O)cc1Cl
  13 | -6 | -108 | 0 | -3 | 15 | 16 | -3
(20) CCCCNCC#CCOc1cc(C)ccc1C(C)C
  5 | -1 | 11 | 4 | 2 | 8 | 30 | 6
(21) Cc1sc2nc(C3CC3)nc(N3CCN(C(=O)c4ccc(F)cc4)CC3)c2c1C
  23 | -6 | 13 | -6 | -3 | -8 | 2 | -5
(22) CC1CN(S(=O)(=O)c2cccc(C(=O)NCc3ccccn3)c2)CC(C)O1 (configuration not stated)
  8 | -12 | 16 | -1 | -2 | -15 | -4 | -7
(23) CCOC(=O)c1cnc(-n2nc(C)cc2C)nc1Nc1ccc(O)cc1
  -3 | -1 | 17 | -10 | 0 | -10 | -12 | -4
(24) Cc1csc(CNC(=O)c2ccc(OC3CCN(CCc4ccccc4)CC3)cc2)n1
  -3 | 1 | 3 | -4 | -12 | -15 | 8 | -8
(25) CC(C)On1c(SCC(=O)N(C)C)nc2ccccc2c1=O
  9 | -6 | x | -1 | x | -35 | 2 | -4
(26) CCOC(=O)c1c(NC(=O)C[n+]2ccc(N(C)C)cc2)sc(C)c1C
  -1 | 2 | 20 | -4 | 3 | -15 | 2 | -5
(27) Cc1ccc(CNC(=O)COc2ccc(S(=O)(=O)N3CCOCC3)cc2)cc1
  -6 | 4 | 15 | -2 | 1 | -6 | -5 | -10
(28) O=C(CSC1=NCCS1)Nc1cccc(F)c1
  -1 | -4 | -1 | -6 | 1 | -1 | 5 | -6
(29) O=C(N/N=C/c1c(O)n(-c2ccccc2Cl)c(=O)c2ccccc12)C1COc2ccccc2O1 (configuration not stated)
  20 | -6 | -213 | -13 | -25 | -13 | -10 | -10
(30) CC(C)N1CCN(Cc2cn[nH]c2C2CCCCC2)CC1CCO (configuration not stated)
  -3 | -8 | 23 | -5 | 1 | 14 | -4 | -6

Other structures.
Values run as follows: Apaf1 inhib | SENP8 block-1 | SENP8 block-2 | SENP7 inh | SENP1 FRET inh | SENP6 inh | UBC13 polyUb | A3G deaminase
(31) CCOC(=O)c1c(C)[nH]c(C)c1C(=O)CSc1nnnn1-c1ccccc1
  4 | 0 | 16 | 4 | 1 | -19 | 10 | 0
(32) COc1ccc(CN2CCN(Cc3ccc(C)cc3)C(CCO)C2)cc1OC (configuration not stated)
  -20 | 3 | 8 | 11 | -1 | 12 | -2 | -5
(33) COc1ccc(C(=O)N2CC=C(c3ccccc3)CC2)cc1S(=O)(=O)N1CCOCC1
  9 | -7 | -105 | 2 | 2 | -12 | -13 | -2
(34) Nc1nc(Cl)c(C=O)c(N2CCCCC2)n1
  0 | 10 | -30 | 8 | -3 | 17 | 2 | -1
(35) Cc1ccc2nc(SCC(=O)Nc3ccccc3F)nc(=O)n2c1
  -1 | 1 | -40 | 2 | 3 | 2 | -4 | -8
(36) CC(=O)Nc1cccc(OCCCNS(=O)(=O)c2ccc(C#N)cc2)c1
  7 | -2 | 5 | 2 | 1 | 2 | 1 | 9
(37) COCCNC(=O)c1cccc(OC2CCN(Cc3ccc(F)c(OC)c3)CC2)c1
  0 | 0 | -1 | -6 | 1 | 1 | 3 | -6
(38) Cc1ccc(C(=O)Nc2ccc(C(=O)N/N=C/c3c[nH]c4ccccc34)cc2)cc1
  -4 | 4 | -294 | -3 | -1 | 11 | 6 | -7
(39) COc1ccc(NC(=O)N(Cc2ccc(C)cc2)Cc2cccnc2)c(OC)c1
  12 | -3 | 8 | 7 | -2 | 3 | 0 | 2
(40) CC(=O)Nc1nc(-c2ccc3c(c2)CCN3C(=O)C2CC2)c(C)s1
  2 | 2 | -328 | 4 | -7 | 5 | 5 | -10
(41) Cc1cc2ncn(C(=O)N3CCCCC3)c2cc1C
  -13 | 1 | 8 | 1 | 3 | -9 | 7 | -6
(42) COC(C[C@@H](O)CC(=O)[C@H](C)OCc1ccccc1)OC
  -7 | -3 | 12 | -5 | 2 | -7 | -7 | -14
(43) COc1ccc(CCNC(=O)COc2ccc([N+](=O)[O-])cc2)cc1
  1 | -5 | 5 | -3 | 0 | 5 | 0 | -5
(44) COc1ccc(-c2oc3c(OC)c(OC)c(OC)c(O)c3c(=O)c2OC)cc1OC
  -1 | -2 | -3 | -4 | 22 | 0 | -3 | -4
(45) O=[N+]([O-])c1ccc(C[n+]2cccc3ccc4cccnc4c32)cc1
  7 | -2 | 10 | 1 | 1 | -6 | -22 | 2

One compound at a time, from the list above. Values in the order: Apaf1 inhib	SENP8 block-1	SENP8 block-2	SENP7 inh	SENP1 FRET inh	SENP6 inh	UBC13 polyUb	A3G deaminase
Nc1nc(Cl)c(C=O)c(N2CCCCC2)n1 reads 0	10	-30	8	-3	17	2	-1
COC(C[C@@H](O)CC(=O)[C@H](C)OCc1ccccc1)OC reads -7	-3	12	-5	2	-7	-7	-14
COc1ccc(NC(=O)N(Cc2ccc(C)cc2)Cc2cccnc2)c(OC)c1 reads 12	-3	8	7	-2	3	0	2

The main list resumes with the six entries that preceded the break.
Values run as follows: Apaf1 inhib | SENP8 block-1 | SENP8 block-2 | SENP7 inh | SENP1 FRET inh | SENP6 inh | UBC13 polyUb | A3G deaminase
(40) CC(=O)Nc1nc(-c2ccc3c(c2)CCN3C(=O)C2CC2)c(C)s1
  2 | 2 | -328 | 4 | -7 | 5 | 5 | -10
(41) Cc1cc2ncn(C(=O)N3CCCCC3)c2cc1C
  -13 | 1 | 8 | 1 | 3 | -9 | 7 | -6
(42) COC(C[C@@H](O)CC(=O)[C@H](C)OCc1ccccc1)OC
  -7 | -3 | 12 | -5 | 2 | -7 | -7 | -14
(43) COc1ccc(CCNC(=O)COc2ccc([N+](=O)[O-])cc2)cc1
  1 | -5 | 5 | -3 | 0 | 5 | 0 | -5
(44) COc1ccc(-c2oc3c(OC)c(OC)c(OC)c(O)c3c(=O)c2OC)cc1OC
  -1 | -2 | -3 | -4 | 22 | 0 | -3 | -4
(45) O=[N+]([O-])c1ccc(C[n+]2cccc3ccc4cccnc4c32)cc1
  7 | -2 | 10 | 1 | 1 | -6 | -22 | 2
(46) CCCNCc1cc(OC)c(OCCC)cc1Cl
  -11 | -7 | 40* | 2 | 4 | 2 | -1 | -6
(47) COc1cc(OC)c(S(=O)(=O)Nc2ccccc2N2CCCCC2)cc1NC(C)=O
  2 | -3 | 9 | 5 | 3 | -17 | 9 | 1
(48) CCOC(=O)CNC(=O)Cn1cnc2c(nnn2-c2cccc(OC)c2)c1=O
  -2 | -12 | 11 | -4 | 2 | -8 | -2 | -7
(49) Cc1ccc(NC(=O)c2cc(S(=O)(=O)N3CCCCC3)ccc2N2CCOCC2)cc1F
  23 | 4 | 0 | 1 | 3 | 13 | 36 | 2
(50) CN(CC(=O)NC(=O)NC1CCCCC1)CC(=O)Nc1ccc(OC(F)(F)F)cc1
  16 | 2 | 2 | 10 | -5 | 9 | 22 | -10
(51) CCCc1nnc(NC(=O)CCC(=O)Nc2ccc(Br)cc2)s1
  -20 | -6 | 0 | 0 | 3 | 6 | 5 | -7
(52) Cc1cnc(CNC(=O)c2ccc(OC3CCN(C(=O)C4CC4)CC3)cc2)cn1
  -2 | -4 | -1 | -8 | 3 | 1 | 7 | -10
(53) CN(CCC#N)C(=O)COC(=O)c1ccc2c(=O)n3c(nc2c1)CCC3
  -3 | -4 | -68 | -2 | -23 | 0 | 6 | -9
(54) Cc1cc(C(=O)O)ccc1-n1c(C)cc(C=C2C(=O)c3ccccc3C2=O)c1C
  16 | -1 | -11 | 4 | -28 | 5 | -46 | 51*
(55) Cc1ccc(C(=O)NC2CC(C)(C)NC(C)(C)C2)c(C)c1
  -2 | 0 | 11 | 3 | -1 | 4 | 7 | -4
(56) O=C(c1nc2ccc(Cl)cn2c1CN1CCC(O)CC1)N1CCc2ccccc2C1
  -8 | -2 | 10 | 1 | -2 | -4 | 8 | -10
(57) Cc1cc(C)c(NC(=O)CNC(=O)c2cc(C3CC3)nn2-c2ccccc2)c(C)c1
  19 | -12 | 3 | -6 | 3 | -12 | 1 | -4
(58) O=C(OCc1cn(-c2ccc(Cl)c(Cl)c2)nn1)c1ccccc1
  12 | -18 | 6 | -7 | 0 | -20 | -10 | -5
(59) CCOc1ccc(CNC(=O)CCC(=O)N2Cc3ccccc3Oc3ncccc32)cc1
  -5 | -7 | 3 | -3 | -1 | 5 | 7 | -7
(60) O=C(CSc1ccc(Cl)cc1)Nc1ccc(N2CCN(C(=O)c3ccco3)CC2)cc1
  14 | -7 | 14 | -5 | 2 | -1 | 4 | -2
(61) O=C(Cn1[nH]c(=O)c2ccccc2c1=O)OCC(=O)c1ccccc1Cl
  -4 | -10 | -11 | -7 | -3 | -9 | 1 | -7
